KB-3-1 cytotox: KB-3-1 parental cell cytotoxicity; KB-3-1 viability, CellTiter-Glo ATP luminescence, 72 h; Potency, µM (titrated, usually from 46.1 µM), without a hit: at the highest dose activity change, negative = cytotoxic, most hits filed as cytotoxic; 400,000 compounds, 1.4% hits; note: potency is the fitted concentration of half-maximal effect; % is set by controls: 0 for no effect and ±100 for the full control effect; nearly all actives have a fitted effect of over 60% in size
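Parental KB-3-1 viability, qHTS format: 72 h compound exposure, 37 °C; CellTiter-Glo; media-only wells and DMSO plates as controls; concentration-effect fits on corrected data.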
GLP1R ag: GLP-1 receptor (human) agonism | 380,000 compounds, 0.007% hits | AID 624172 | Potency, µM (top dose mostly 45.6 µM), inactives show top-dose activation, hits mostly activators | HEK293 GLP-1R CRE-luciferase, luminescence, 4-6 h; cells express a hypersensitive GLP-1R form; note: potency is the fitted concentration of half-maximal effect; % of control where 0% means no effect
Target sequence (P43220 whole entry, looked up): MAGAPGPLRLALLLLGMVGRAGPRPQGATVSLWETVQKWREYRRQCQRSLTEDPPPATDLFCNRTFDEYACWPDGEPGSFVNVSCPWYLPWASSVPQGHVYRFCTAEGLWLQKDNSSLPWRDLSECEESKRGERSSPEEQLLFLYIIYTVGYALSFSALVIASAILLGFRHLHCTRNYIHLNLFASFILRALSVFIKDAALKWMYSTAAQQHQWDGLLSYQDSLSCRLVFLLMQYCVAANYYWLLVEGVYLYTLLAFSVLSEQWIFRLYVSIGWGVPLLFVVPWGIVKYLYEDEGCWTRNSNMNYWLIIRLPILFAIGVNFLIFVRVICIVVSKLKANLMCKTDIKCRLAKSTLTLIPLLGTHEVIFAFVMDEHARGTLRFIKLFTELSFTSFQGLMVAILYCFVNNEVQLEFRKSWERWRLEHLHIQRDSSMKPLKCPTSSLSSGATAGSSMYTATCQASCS
IL1B secr inh: inflammasome signaling inhibition, IL-1 beta readout | 360,000 compounds, 4.7% hits | THP-1 LPS/ATP IL-1B secretion, AlphaLISA, 16 h; stronger effect = lower value | activity change, % at 57.5 µM; in the data active = activity change below about -50%; inconclusive = mostly about -30% to -49%; note: % is set by controls: 0 for no effect and ±100 for the full control effect
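THP-1 cells pretreated 1 hr with compounds (up to 57.5 uM final), then stimulated with LPS (250 ng/mL final) plus ATP (1.25 mM final); secreted IL-1B measured by AlphaLISA after 16 hr, decreased signal indicating inhibition.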
KB-V1 MDR tox: kills drug-selected multidrug resistant KB-V1 cells; KB-V1 MDR cells viability, CellTiter-Glo, 72 h; AID 1347076; Potency, µM (top dose mostly 46.1 µM), for inactives: at the highest dose activity change, negative = cytotoxicity, most hits filed as cytotoxic; 400,000 compounds, 3.4% hits; note: potency is the fitted concentration of half-maximal effect; % is set by controls: 0 for no effect and ±100 for the full control effect; nearly all actives have a fitted effect of over 60% in size
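Following 72 h at 37 degrees C with compound, KB-V1 cell viability was read by CellTiter-Glo luminescence, medium being phenol-red-free DMEM plus 10% FBS; concentration-response parameters came from normalized, curve-fitted qHTS data.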
HT1080NT lethal: kills 2HG-producing HT-1080-NT fibrosarcoma cells. HT-1080-NT fibrosarcoma viability, CellTiter-Glo ATP luminescence, 48 h. Potency, µM (top dose mostly 46.1 µM), for inactives: at the highest dose activity, negative = less viability, actives largely listed as cytotoxic. 360,000 compounds, 1.6% hits. AID 686970;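 note: NT is the 2HG producing partner of a matched IDH1 knockdown line; potency is the fitted concentration of half-maximal effect; 0% = DMSO-treated cells and -100% = media-only wells without cells; nearly all actives have a fitted effect of over 55% in size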
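A 48-hour cytotoxicity screen used HT-1080-NT cells plated 2 hours before compound delivery. ATP-based CellTiter-Glo luminescence measured viability, normalized to DMSO and no-cell controls.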
D3 ag: agonists of human D3 dopamine receptor | P35462 | D3R DiscoveRx beta-arrestin cells, luminescence, 90 min | max activation, % | 410,000 compounds, 0.58% hits; in the data active = max activation above about 30%; note: 0% is about no effect; mostly tested at two doses, the higher about 12 µM
Target sequence (P35462 whole entry, looked up): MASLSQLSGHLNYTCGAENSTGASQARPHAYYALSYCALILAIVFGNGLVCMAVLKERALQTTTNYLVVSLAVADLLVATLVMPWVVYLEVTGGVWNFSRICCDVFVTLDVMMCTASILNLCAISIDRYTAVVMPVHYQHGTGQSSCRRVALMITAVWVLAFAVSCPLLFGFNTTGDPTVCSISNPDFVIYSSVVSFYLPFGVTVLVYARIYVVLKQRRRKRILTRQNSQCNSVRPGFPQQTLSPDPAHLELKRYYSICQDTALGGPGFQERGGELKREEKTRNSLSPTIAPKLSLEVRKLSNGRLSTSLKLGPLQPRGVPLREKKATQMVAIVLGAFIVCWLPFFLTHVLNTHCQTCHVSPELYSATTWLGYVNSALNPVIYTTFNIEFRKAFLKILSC
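Agonist mode: compounds and dopamine controls were applied to plated cells for 90 min at 37 degrees C after an overnight attachment at 1500 cells/well. Luminescent read-out followed 30 - 60 minutes at room temperature with DiscoveRx detection reagent.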
HT1080 IDH1KD tx: toxicity to HT-1080 IDH1 knockdown cells (counter line); Potency, µM (series often up to 46.1 µM), without a hit: top-dose activity, negative = toxicity, actives largely listed as cytotoxic; 360,000 compounds, 2% hits; HT-1080 IDH1 knockdown viability, ATP luminescence, 48 h;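 note: potency is the fitted concentration of half-maximal effect; 0% = DMSO wells and -100% = cell-free medium wells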
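HT-1080-IDH1KD cells (IDH1 knocked down), 750/well in RPMI with 5% FBS, treated with compound 48 h at 37 degrees C. Viability by CellTiter-Glo luminescence, normalised to DMSO and no-cell wells; concentration-response curves classed.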
SW480 rerep: inducers of DNA re-replication in SW480 colon cancer cells; SW480 DNA re-replication, Hoechst DNA content imaging, 48 h; Potency, µM (series often up to 46.1 µM), inactives show top-dose re-replication activation, actives largely listed as activators; 340,000 compounds, 1.8% hits; AID 624297; note: potency is the fitted concentration of half-maximal effect; % of control where 0% means no effect; nearly all actives have a fitted effect of over 55% in size
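250 cells/well; 23 nL cpd via pin tool; 48 hr, 37 C, 5% CO2; Hoechst 40 min; imager read of total nuclear intensity, ex 405/em 500-530 nm.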
DRD3 antagonist: D3 dopamine receptor (human) antagonism; P35462; D3R cells, DiscoveRx beta-arrestin luminescence, antagonist mode; stronger effect = lower value; max response, negative = inhibition, %; 360,000 compounds, 2.5% hits; in the data active = max response below about -50%; inconclusive = no clear call, values can overlap the other calls; note: % is set by controls: 0 for no effect and ±100 for the full control effect; mostly tested at two doses, the higher about 12 µM
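Cells expressing the human receptor were seeded at 1500 cells/well, incubated overnight at 37 degrees C in 5% CO2, then exposed to library compounds with dopamine controls for 90 minutes at 37 degrees C before luminescent detection.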
* marks the source's active call; other numbers are inactive results; ? = inconclusive; / = not tested or not shown; [ ] = another dose, or the depositor's remark. Unless noted, calls come from the whole dose curve; as a rule, active = well fitted curve in the direction sought with a large enough effect; inconclusive = small, poorly fitted or top-dose-only effect, or another doubt; inactive = no such curve, though single readings can be large; an effect the other way counts as inactive or inconclusive. No enrichment for hits; 12% or so of the library scored in one or more.

Sequence of screens: KB-3-1 cytotox, GLP1R ag, IL1B secr inh, KB-V1 MDR tox, HT1080NT lethal, D3 ag, HT1080 IDH1KD tx, SW480 rerep, DRD3 antagonist
1) COc1ccc(CNC(=O)C2CCN(c3nccs3)CC2)cc1
  15%, -13%, -10, -4%, 13%, 1, 18%, -4%, -28
2) CSC1=NC(C(Cl)(Cl)Cl)N=C(c2ccc(C)cc2)N1 (stereo not drawn)
  1µM*, 9%, 30, 1.3µM*, 0.37µM*, -3, 0.65µM*, ?, -13
3) O=C(NNC(=S)Nc1ccccc1C(F)(F)F)c1ccc(Br)o1
  -19%, 14%, 1, 0%, 9%, -1, 2%, 2%, -3
4) Cc1ccc(NC(=O)CSC(C)C(=O)OCc2cc(=O)oc3cc(O)ccc23)cc1 (stereo not drawn)
  -2%, 8%, 10, -8%, -1%, -5, 6%, /, -7
5) CN(C)CCCN(C(=O)COc1ccccc1)c1nc2c(Cl)cccc2s1
  -3%, -2%, -29, 5%, -16%, -5, -7%, 5%, 2
6) O=C(Cc1ccc(F)cc1)Nc1nc(-c2ccc(F)cc2)cs1
  -24%, 6%, -17, -21%, 6%, 6, 5%, -6%, 23
7) Cc1cc(C)n2nc(SCC(=O)Nc3ccc(F)cc3)nc2n1
  4%, 4%, 1, 0%, 4%, -3, -2%, -5%, -1
8) Cc1cccc(N(CC(O)CN(C)C)S(=O)(=O)c2ccccc2)c1 (stereo not drawn)
  -11%, 8%, -16, -15%, -16%, -4, 0%, 0%, 0
9) CCOC(=O)CC(C#N)c1c[nH]c2ccccc12 (stereo not drawn)
  -3%, -1%, 5, -6%, -3%, 2, -1%, -5%, -12
10) COc1cc(C(=O)Cc2nc3ccccc3n2C)cc(OC)c1OC
  -6%, 2%, 11, 1%, -5%, -1, -5%, 11%, 5
11) Cc1ccc(OCCNC(=O)C(=O)NCc2ccco2)cc1
  ?, 4%, 0, ?, ?, 3, 4.1µM*, 10µM*, -3
12) O=C(Nc1nncs1)c1cc2c(s1)CCC2
  17%, 10%, -15, ?, -12%, 4, 1%, -1%, 10
13) COc1ccccc1N1CCN(C(=O)/C=C/c2ccccc2)CC1
  18%, 0%, 4, -21%, -2%, -3, 0%, -3%, 17
14) COc1ccc(NC(=O)COc2cccc3c2CCN(Cc2cccnc2)C3=O)c(OC)c1
  7%, 8%, -26, 5.2µM*, -6%, 15, -16%, ?, 27
15) CC(C)=CC(=O)N1CCCc2ccccc21
  8%, 5%, -1, 20%, 1%, -7, 2%, -11%, 18
16) CC(C)(C)n1nnnc1C(c1ccccc1)N1CCN(C(=O)c2ccco2)CC1 (stereo not drawn)
  3%, -2%, -11, ?, 13%, 56*, 15%, /, 0
17) COc1ccc(C2c3c(oc4ccccc4c3=O)C(=O)N2c2ccccn2)cc1OC (stereo not drawn)
  ?, 7%, 21, 8%, 11%, 2, 11%, -4%, 8
18) CC(=O)c1ccc(N2CCN(C(=O)c3c(-c4ccccc4Cl)noc3C)CC2)cc1
  /, -9%, 3, /, 12%, -4, 12%, -2%, 2
19) Cc1c(C)[n+](=O)c2c(n1[O-])CCCCC2
  5%, -8%, -11, 10%, 15%, 0, 12%, -4%, -4
20) O=C(NC1CCCCC1)N1CCN(c2ccc(Cl)cc2)CC1
  -22%, 7%, -23, 0%, ?, 8, -13%, ?, 6

Brought forward from above: 6 compounds, then new ones.
Sequence of screens: KB-3-1 cytotox, GLP1R ag, IL1B secr inh, KB-V1 MDR tox, HT1080NT lethal, D3 ag, HT1080 IDH1KD tx, SW480 rerep, DRD3 antagonist
15) CC(C)=CC(=O)N1CCCc2ccccc21
  8%, 5%, -1, 20%, 1%, -7, 2%, -11%, 18
16) CC(C)(C)n1nnnc1C(c1ccccc1)N1CCN(C(=O)c2ccco2)CC1 (stereo not drawn)
  3%, -2%, -11, ?, 13%, 56*, 15%, /, 0
17) COc1ccc(C2c3c(oc4ccccc4c3=O)C(=O)N2c2ccccn2)cc1OC (stereo not drawn)
  ?, 7%, 21, 8%, 11%, 2, 11%, -4%, 8
18) CC(=O)c1ccc(N2CCN(C(=O)c3c(-c4ccccc4Cl)noc3C)CC2)cc1
  /, -9%, 3, /, 12%, -4, 12%, -2%, 2
19) Cc1c(C)[n+](=O)c2c(n1[O-])CCCCC2
  5%, -8%, -11, 10%, 15%, 0, 12%, -4%, -4
20) O=C(NC1CCCCC1)N1CCN(c2ccc(Cl)cc2)CC1
  -22%, 7%, -23, 0%, ?, 8, -13%, ?, 6
21) Cc1cc(NC(=O)c2ccc(NC(=O)CC(C)C)cc2)no1
  7%, 2%, 17, 0%, 4%, 0, 1%, -32%[inhibitor], 2
22) CCCn1nc(C(=O)N2CCN(c3ccccn3)CC2)c2ccccc2c1=O
  4%, 14%, 38, 0%, 14%, 3, 2%, -5%, 7
23) CCCCCCOC(=O)c1ccccc1NC(=O)/C=C/C(=O)O
  -12%, -1%, -100*, -8%, -12%, -6, -16%, 12%, ?
24) Cn1c(SCC(=O)Nc2ccc(Cl)cc2F)nnc1-c1ccco1
  4%, 10%, -11, ?, 19%, -6, 27%, -5%, 1
25) CCOc1cc(/C=N/NC(=O)COc2ccccc2C)ccc1OC(=O)c1cccs1
  -7%, 0%, -27, 2%, -1%, -3, 5%[9.24 µM], -3%, 9
26) Brc1ccc(C2Nc3cccc4cccc(c34)N2)s1
  -7%, -1%, -6, 11%, -7%, -12, -7%, -5%, 0
27) O=C(c1cccc(C(F)(F)F)c1)C1CCCN(C(=O)CCc2cnccn2)C1 (stereo not drawn)
  2%, 10%, 26, ?, 7%, 3, 0%, ?, 9
28) COc1cccc(C(=O)Nc2c3c(nn2-c2ccc(Cl)cc2)CS(=O)(=O)C3)c1OC
  -7%, 10%, -5, -9%, -8%, -11, -12%, -4%, -12
29) Cc1nc(N)c(Cc2ccccc2F)c(N)n1
  -8%, 15%, -19, 26%, 5%, 4, 9%, -8%, 8
30) Cc1ccc(-c2nc3ccc(Br)cn3c2Cc2cccc(Cl)c2)cc1
  ?, 4%, 59, -1%, ?, 5, ?, /, 7
31) COc1ccc(/C=C/C(=O)c2ccc3ccccc3c2O)cc1CN1CCOCC1
  -1%, 4%, -67*, 9%, -27%, -12, -12%, -2%, -12
32) CC(=O)c1cccc(NC(=O)C2CCN(S(C)(=O)=O)CC2)c1
  8%, -9%, 20, -4%, 11%, 12, -4%, 3%, -4
33) Cc1noc(C)c1C(=O)N1CCN(C(=O)c2sc3cc(Cl)ccc3c2Cl)CC1
  -9%, -7%, 6, 23µM*, -5%, 15, -3%, 0%, ?
34) Nc1nc(-c2cccnc2)nn1C(=O)c1ccc(Cl)cc1
  -7%, -7%, -10, 6%, 5%, 1, 5%, -18%, 24
35) O=C(c1c(Cl)cccc1Cl)N1CCN(c2cccc3[nH]ccc23)CC1
  0%, -1%, -74*, -17%, 2%, 15, 0%, 21%, -7
36) Cc1ccccc1/C(N)=N/OC(=O)/C=C/c1ccccc1
  -7%, 6%, -22, -19%, 9%, -4, 0%, 6%, 7
37) O=C(Cc1cccs1)N/N=C/c1ccccc1
  3%, 16%, 7, ?, 18%, -21, 1%, 1%, -19
38) S=C(NCC1CCCO1)n1nnc2ccccc21 (stereo not drawn)
  1%, -17%, 0, 14%, 11%, 0, -3%, -16%, -3
39) CCc1nc(NCC2CC2)c2nnn(Cc3ccccc3)c2n1
  -5%, 22%, 0, ?, -6%, 1, -17%, /, ?
40) CN(/N=C/c1ccc(Cl)cc1)c1ncc(Cl)cc1C(F)(F)F
  1%, 10%, 25, -1%, 4%, 16, -16%, 1%, 21

(further entries)
Sequence of screens: KB-3-1 cytotox, GLP1R ag, IL1B secr inh, KB-V1 MDR tox, HT1080NT lethal, D3 ag, HT1080 IDH1KD tx, SW480 rerep, DRD3 antagonist
41) OCc1ccccc1CN1CCCCCC1
  11%, 7%, 2, 4%, 0%, 2, 7%, 2%, 6
42) N#CC1=C(N)C(C#N)(C#N)[C@H](c2ccsc2)[C@H]2COCC=C12
  4%, -16%, 10, 9%, -7%, -11, ?, 5%, -56*
43) Cn1c(-c2ccc(F)cc2)cnc1NCc1ccccc1F
  1%, 0%, -7, 0%, 1%, -12, 0%, 8%, 11
44) CCC[C@H]1CN(c2ccccc2)C(=O)[C@@H]1CC(=O)Nc1ccc(OC)cc1
  -4%, 7%, -20, -12%, -8%, -7, -5%, /, -4
45) CCOc1ccccc1OCCCC(=O)Nc1sccc1C(N)=O
  -6%, 22%, 28, -10%, -12%, 3, 0%, 0%, 0
46) Cc1ccc(CC2CC(=O)N(CCc3ccc4c(c3)OCO4)C2=O)cc1 (stereo not drawn)
  2%, 1%, -4, -4%, -1%, 5, 3%, 0%, 19
47) CN(C)C(=O)CCc1ccc2c3c([nH]c2c1)[C@]1(C)[C@@H](C(=O)N2CCCCC2)C[C@H](CC(=O)NCCC2=CCCCC2)C(=O)N1CC3
  0%, 0%, -30, 0%, 8%, -27, 9%, 1%, 26
